Anesthetic bind: candidate novel general anesthetic via apoferritin binding; P02791; apoferritin/1-aminoanthracene competitive binding, fluorescence; Potency, µM (top dose mostly 77.5 µM), for inactives: top-dose activity change, negative = displacement, usual class: inhibitors; 350,000 compounds, 0.074% hits; note: % is set by controls: 0 for no effect and ±100 for the full control effect; nearly all actives have a fitted effect of over 20% in size
Target sequence (P02791 2-175 limits assumed): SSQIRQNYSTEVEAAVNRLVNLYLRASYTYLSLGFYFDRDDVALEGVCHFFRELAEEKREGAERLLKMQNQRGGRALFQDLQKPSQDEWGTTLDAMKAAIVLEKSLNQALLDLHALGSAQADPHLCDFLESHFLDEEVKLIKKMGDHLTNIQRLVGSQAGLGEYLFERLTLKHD
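Read-out: endpoint 1-AMA fluorescence, excitation 380 nm and emission 535 nm, after compounds sit 10 min at room temperature with 10 uM horse-spleen apoferritin in 50% saturated 1-AMA/PBS. Values come from four-parameter Hill fits.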
POLI inh: DNA polymerase iota (human) inhibition; 390,000 compounds, 1% hits; AID 588590; Q9UNA4; Pol iota fluorescent replication assay, 10 min; Potency, µM (series often up to 115 µM), for the others: top-dose activity, negative = inhibition, usual class: inhibitors
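Fluorescent replication assay read twice, at 0 min and 10 min after adding 50 nM (final) substrate. Enzyme (10 nM) and compounds were first incubated 15 min at room temperature; enzyme-free buffer wells were negative controls.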
G9a inh: inhibitors of human histone lysine methyltransferase G9a. G9a H3K9 monomethylation, AlphaScreen, 2 h. Potency, µM (doses to about 102 µM), for the others: at the highest dose activity, negative = inhibition, actives largely listed as inhibitors. 350,000 compounds, 8.8% hits. AID 504332; note: % is set by controls: 0 for no effect and ±100 for the full control effect; nearly all actives have a fitted effect of over 75% in size
Target sequence (Q96KQ7 913-1193 limits assumed): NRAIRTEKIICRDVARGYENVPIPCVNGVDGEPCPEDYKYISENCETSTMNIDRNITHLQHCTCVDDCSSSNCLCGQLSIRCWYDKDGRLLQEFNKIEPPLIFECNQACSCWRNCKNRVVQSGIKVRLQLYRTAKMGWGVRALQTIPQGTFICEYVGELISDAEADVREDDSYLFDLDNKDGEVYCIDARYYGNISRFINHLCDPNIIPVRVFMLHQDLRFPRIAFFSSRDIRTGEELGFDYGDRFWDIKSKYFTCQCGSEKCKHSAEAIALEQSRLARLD
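Readings reflect AlphaScreen signal from monomethyl-H3K9 antibody detection. HMT at 20 nM; substrate b-H3K9 500 nM; cofactor SAM 20 uM; 2 h RT reaction; compounds tested as titrations in qHTS with 15 min preincubation.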
Pol eta inh: blocks human DNA polymerase eta activity | Q9Y253 | recombinant Pol eta, fluorescent DNA replication assay | Potency, µM (highest dose often 114 µM), inactives show at the highest dose activity change, negative = inhibition, usual class: inhibitors | 390,000 compounds, 1.2% hits | AID 588591; note: % is set by controls: 0 for no effect and ±100 for the full control effect
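Pol eta at 10 nM preincubated with compounds 15 min at room temperature; reaction started with fluorescent substrate (50 nM final) and read kinetically at 0 and 10 min.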
APE1 inh: inhibitors of human APE1 endonuclease; 350,000 compounds, 0.35% hits; P27695; recombinant APE1, TAMRA/BHQ-2 abasic DNA cleavage fluorescence; Potency, µM (titrated, usually from 65.8 µM), inactives show at the top dose activity change, negative = inhibition, hits mostly inhibitors;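 note: plate controls were vehicle for no effect and reference inhibitor for full effect; nearly all actives have a fitted effect of over 55% in size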
Target sequence (P27695 whole entry, looked up): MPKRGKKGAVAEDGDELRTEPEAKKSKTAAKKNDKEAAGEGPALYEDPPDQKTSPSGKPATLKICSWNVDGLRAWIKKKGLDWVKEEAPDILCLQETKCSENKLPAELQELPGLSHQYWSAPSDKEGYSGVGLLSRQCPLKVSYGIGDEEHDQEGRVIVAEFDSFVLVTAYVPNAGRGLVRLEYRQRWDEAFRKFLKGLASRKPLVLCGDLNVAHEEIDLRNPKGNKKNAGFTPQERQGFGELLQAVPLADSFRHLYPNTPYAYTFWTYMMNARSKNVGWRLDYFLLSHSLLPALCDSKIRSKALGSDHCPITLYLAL
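Kinetic fluorescence read (525 ex/598 em nm, three reads 60 s apart) of AP-site incision; signal = third minus first read. Enzyme 0.75 nM, dual-labelled THF duplex 50 nM, compound preincubation 15 min RT.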
BAZ2B inh: BAZ2B (human) inhibition | Q9UIF8 | AlphaScreen BAZ2B-H3K14Ac peptide displacement | Potency, µM (series often up to 114 µM), for inactives: at the highest dose activity change, negative = inhibition, actives largely listed as inhibitors | 360,000 compounds, 4.4% hits; note: % is set by controls: 0 for no effect and ±100 for the full control effect; nearly all actives have a fitted effect of over 60% in size
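Complex of BAZ2B and biotin-H3K14Ac (50 nM apiece) forms over 30 min at RT, then faces library compounds up to 110 uM for another 30 min; AlphaScreen beads added, 20 min dark incubation, luminescence read.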
BLM helicase inh: blocks DNA unwinding by human BLM helicase. Potency, µM (doses to about 56.1 µM), for the others: at the highest dose activity change, negative = inhibition, actives largely listed as inhibitors. 350,000 compounds, 0.2% hits. recombinant BLM DNA unwinding, fluorescence dequenching;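 note: plate controls were vehicle for no effect and no enzyme for full effect; nearly all actives have a fitted effect of over 35% in size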
POLB inh: DNA polymerase beta (human) inhibition; P06746; Pol beta primer extension/strand displacement, fluorescence kinetic; Potency, µM (series often up to 114 µM), for inactives: top-dose activity change, negative = inhibition, most hits filed as inhibitors; 340,000 compounds, 1.3% hits; note: % is set by controls: 0 for no effect and ±100 for the full control effect
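Enzyme-only controls used 10 nM Pol beta; buffer lacking enzyme served as negative control. Compound preincubated 15 min, then 50 nM substrate added; 0 and 10 min reads at room temperature.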
Pol kappa inh: DNA polymerase kappa (human) inhibition; 400,000 compounds, 0.53% hits; Potency, µM (titrated, usually from 107 µM), inactives show at the highest dose activity, negative = inhibition, most hits filed as inhibitors; purified Pol kappa, fluorescent DNA synthesis assay, 10 min; note: % is set by controls: 0 for no effect and ±100 for the full control effect
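10 nM Pol kappa preincubated 15 min at room temperature with compounds, then reaction started with substrate at 50 nM final. Fluorescence read kinetically at 0 and 10 min; buffer-only wells served as negative control.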
* marks the source's active call; other numbers are inactive results; [ ] = dose if it differs, or a comment. Calls come from the whole dose curve; as a rule, active = well fitted curve in the direction sought with a large enough effect; inconclusive = small, poorly fitted or top-dose-only effect, or another doubt; inactive = no such curve, though single readings can be large; an effect the other way counts as inactive or inconclusive. Potency is the fitted concentration of half-maximal effect. A portion of the library; the hit share may differ from the screen's.

For O=[N+]([O-])c1cccc(C(=Nc2ccccc2)NO)c1 the results were Anesthetic bind 1%, POLI inh -5%, G9a inh inconclusive, Pol eta inh -9%, APE1 inh 3%, BAZ2B inh -17%, BLM helicase inh -4%, POLB inh 0% and Pol kappa inh 2%.
CCOC(=O)c1cnn(-c2cc(C)nc3c(-c4ccccc4)cnn23)c1N was read as Anesthetic bind -14%, POLI inh 4%, G9a inh -45%, Pol eta inh -9%, APE1 inh -8%, BAZ2B inh -1%, BLM helicase inh 1%, POLB inh 14% and Pol kappa inh -21%.
`CC1CCCCN1C(=O)CSc1nc2ccccc2[nH]1` (stereo not drawn) gave Anesthetic bind -8%, POLI inh 46%[activator], G9a inh 3%, Pol eta inh -5%, APE1 inh inconclusive, BAZ2B inh 1%, BLM helicase inh -4%, POLB inh -2% and Pol kappa inh 0%.
`O=C(CSc1ccccn1)Nc1cccc(NC(=O)CSc2ccccn2)n1` gave Anesthetic bind -12%, POLI inh inconclusive, G9a inh inconclusive, Pol eta inh -6%, APE1 inh -6%, BAZ2B inh -27%, BLM helicase inh -3%, POLB inh 10µM* and Pol kappa inh -19%.
COCCc1ncc(CN2CCC(C(=O)Nc3cccc(-c4cscn4)c3)CC2)cn1 was read as Anesthetic bind -6%, POLI inh -5%, G9a inh -2%, Pol eta inh -9%, APE1 inh -7%, BAZ2B inh -8%[57.1 µM], BLM helicase inh 0%, POLB inh 54% and Pol kappa inh 1%.
Screening CCOC(=O)/C(=N/Nc1ccc(OC)cc1)N1CCCc2ccccc21 returned Anesthetic bind -11%, POLI inh 117%[activator], G9a inh 22µM*, Pol eta inh -17%, APE1 inh inconclusive, BAZ2B inh 28µM*, BLM helicase inh -11%, POLB inh 2% and Pol kappa inh -4%.
`Cc1ccc(S(=O)(=O)NCC(=O)N(CC(=O)NCc2ccco2)Cc2ccc(F)cc2)cc1` gave Anesthetic bind -1%, POLI inh -9%, G9a inh -10%, Pol eta inh -18%, APE1 inh 48%, BAZ2B inh -14%, BLM helicase inh 0%, POLB inh -16% and Pol kappa inh 8%.
Screening CCOc1ccc(C2c3cc(OCC)c(OCC)cc3CC(=O)N2c2ccc(C(=O)O)cc2)cc1OCC (stereo not drawn) returned Anesthetic bind -3%, POLI inh -36%, G9a inh inconclusive, Pol eta inh -13%, BAZ2B inh -7%, BLM helicase inh -4%, POLB inh 9% and Pol kappa inh -4%.
For O=S(=O)(c1ccccc1)c1cnn(-c2ccccc2)c1-c1ccc(F)cc1 the results were Anesthetic bind -5%, POLI inh 7%, G9a inh 0%, Pol eta inh -1%, APE1 inh -3%, BAZ2B inh -5%, BLM helicase inh -5%, POLB inh 5% and Pol kappa inh -3%.
FC(F)Sc1ccc(NC(=S)NCc2ccccc2)cc1 was read as Anesthetic bind -22%, POLI inh 56%[activator], G9a inh 69%[activator], Pol eta inh -29%, APE1 inh -1%, BAZ2B inh 5%, BLM helicase inh -9%, POLB inh -10% and Pol kappa inh 2%.
`Cc1cc(N/C=C\C(=O)c2ccc(Cl)c(Cl)c2)no1` gave Anesthetic bind -11%, POLI inh -5%, G9a inh -10%[59 µM], Pol eta inh -13%, APE1 inh -7%, BAZ2B inh -27%, BLM helicase inh -2%, POLB inh inconclusive and Pol kappa inh -4%.
Screening Cc1cc(C(C)(C)C)oc1C(=O)N(CC(=O)NC1CCCC1)Cc1ccccc1Cl returned Anesthetic bind -3%, POLI inh -2%, G9a inh -19%[59 µM], Pol eta inh -20%, APE1 inh -4%, BAZ2B inh 1%, BLM helicase inh -4%, POLB inh -3% and Pol kappa inh -4%[60.1 µM].
Cc1ccccc1S(=O)(=O)Oc1ccccc1C(=O)Oc1ccccc1 was read as Anesthetic bind -14%, POLI inh 10%, G9a inh 148%[activator], Pol eta inh -12%, APE1 inh -3%, BAZ2B inh 27%[57.1 µM], BLM helicase inh -9%, POLB inh -1% and Pol kappa inh -12%.
`COc1ccc(OCC(=O)NS(=O)(=O)c2ccccc2)cc1` gave Anesthetic bind -1%, POLI inh 13%, G9a inh 4%, Pol eta inh -6%, APE1 inh 27%, BAZ2B inh -2%, BLM helicase inh 3%, POLB inh 10% and Pol kappa inh -4%.
For Cc1cc(C(C)(C)C)oc1C(=O)N(CC(=O)NC1CCCC1)c1c(C)cccc1C the results were Anesthetic bind 7%, POLI inh 10%, G9a inh 20%[59 µM], Pol eta inh -18%, APE1 inh 14%, BAZ2B inh -1%, BLM helicase inh -12%, POLB inh 12% and Pol kappa inh -2%.
For Cc1cccc(NC(=O)CCN2CCN(c3ccccc3F)CC2)c1 the results were Anesthetic bind 5%, POLI inh 20%, G9a inh 4%[59 µM], Pol eta inh -11%, BAZ2B inh 5%, BLM helicase inh -2%, POLB inh 1% and Pol kappa inh -16%.
`Cc1onc(-c2ccccc2Cl)c1C(=O)NCCCN1CCOCC1` gave Anesthetic bind -10%, POLI inh 0%, G9a inh -41%[59 µM], Pol eta inh -1%, APE1 inh 17%, BAZ2B inh -4%, BLM helicase inh -2%, POLB inh 26% and Pol kappa inh -15%.
Cc1cccc(N2CCN(C(=O)c3cccc(N4CCCC4=O)c3)CC2)c1C was read as Anesthetic bind 5%, POLI inh 43%[activator], G9a inh 24%, Pol eta inh -21%, APE1 inh 12%, BAZ2B inh -21%, BLM helicase inh -2%, POLB inh 26% and Pol kappa inh -2%.
Screening Cc1oc(-c2ccc(F)cc2)nc1CN(Cc1ccccn1)CC1CCCO1 (stereo not drawn) returned Anesthetic bind -11%, POLI inh 138%[activator], G9a inh 1%, Pol eta inh 1%, APE1 inh 1%, BAZ2B inh -14%, BLM helicase inh -1%, POLB inh 3% and Pol kappa inh -7%.
`COc1ccc(Cl)cc1C(=O)Nn1c(C)nc2ccccc2c1=O` gave Anesthetic bind -18%, POLI inh -2%, G9a inh 83%[activator][59 µM], Pol eta inh 10%, APE1 inh -1%, BAZ2B inh 8%, BLM helicase inh 1%, POLB inh 8% and Pol kappa inh -4%.
`Cc1cc(C)c2nc(N3CCCN(C(=O)c4ccco4)CC3)c(C#N)cc2c1` gave Anesthetic bind 42%[activator], POLI inh -11%, G9a inh inconclusive, Pol eta inh inconclusive, APE1 inh -3%, BAZ2B inh inconclusive, BLM helicase inh 11%, POLB inh 40µM* and Pol kappa inh -20%.
COc1ccc(Br)cc1CN(C)C(=O)c1ccc2c(c1)NC(=O)C(C)S2 (stereo not drawn) was read as Anesthetic bind inconclusive, POLI inh 18%, G9a inh inconclusive, Pol eta inh -9%, APE1 inh 1%, BAZ2B inh -22%, BLM helicase inh -7%, POLB inh -21% and Pol kappa inh -8%.
Screening O=C(NNC(=O)c1ccc([N+](=O)[O-])o1)c1ccccc1 returned Anesthetic bind -19%, POLI inh 0%, G9a inh inconclusive, Pol eta inh -9%, APE1 inh 2%, BAZ2B inh 7%, BLM helicase inh -6%, POLB inh 37% and Pol kappa inh 4%.
Screening Cc1cc(=O)[nH]c(N2CCCNCC2)n1 returned Anesthetic bind -1%, POLI inh 3%, G9a inh 12%, Pol eta inh -11%, APE1 inh -2%, BAZ2B inh -6%, BLM helicase inh -2%, POLB inh 4% and Pol kappa inh -5%.
`CSc1cccc(NC(=O)c2ccc3c(c2)CCCN3S(C)(=O)=O)c1` gave Anesthetic bind 4%, POLI inh -13%, G9a inh 4%[59 µM], Pol eta inh -18%, BAZ2B inh -16%, BLM helicase inh -6%, POLB inh 13% and Pol kappa inh -13%.
Screening O=C(CN1CCOCC1)Nc1c(Cl)cc(Cl)cc1Cl returned Anesthetic bind -5%, POLI inh -14%, G9a inh 2%, Pol eta inh -3%, APE1 inh -2%, BAZ2B inh 4%, BLM helicase inh -5%, POLB inh 14% and Pol kappa inh -8%.
`CCCCC(=O)Nc1c2c(nn1-c1cccc(C)c1C)CS(=O)(=O)C2` gave Anesthetic bind -4%, POLI inh 26%, G9a inh -34%[2.33 µM], Pol eta inh -11%, APE1 inh -10%, BAZ2B inh -3%, BLM helicase inh -1%, POLB inh 56% and Pol kappa inh 13%.
For C/C(=N\NC(=O)Cn1c(C)nc2ccccc21)c1cccs1 the results were Anesthetic bind 2%, POLI inh 12%, G9a inh 14%[59 µM], Pol eta inh -18%, APE1 inh 0%, BAZ2B inh 6%, BLM helicase inh -1%, POLB inh 1% and Pol kappa inh 0%.
CCOC(=O)N1CCN(CCC(=O)Nc2ccccc2)CC1 was read as Anesthetic bind -6%, POLI inh 40%[activator], G9a inh 0%[0.501 µM], Pol eta inh -1%, APE1 inh 8%, BAZ2B inh -6%, BLM helicase inh 2%, POLB inh 8% and Pol kappa inh -6%.
O=C(CCC(=O)c1ccccc1)Nc1cccnc1 was read as Anesthetic bind -9%, POLI inh 13%, G9a inh inconclusive, Pol eta inh -5%, APE1 inh 4%, BAZ2B inh 2%, BLM helicase inh 1%, POLB inh -28% and Pol kappa inh -11%.
Screening CC1CCN(C(=O)CSc2nc3c(cnn3-c3ccccc3)c(=O)[nH]2)CC1 returned Anesthetic bind -12%, POLI inh 31%[activator], G9a inh inconclusive, Pol eta inh -10%, APE1 inh 12%, BAZ2B inh -4%, BLM helicase inh -3%, POLB inh 10% and Pol kappa inh -21%.
`OCCc1ccc(-c2ccc(Cl)cc2)o1` gave Anesthetic bind inconclusive, POLI inh 21%, G9a inh inconclusive, Pol eta inh -15%, APE1 inh 0%, BAZ2B inh inconclusive, BLM helicase inh 0%, POLB inh 8% and Pol kappa inh -6%.

Three entries already listed, sorted by count of non-hydrogen atoms, smallest number first:
`OCCc1ccc(-c2ccc(Cl)cc2)o1` gave Anesthetic bind inconclusive, POLI inh 21%, G9a inh inconclusive, Pol eta inh -15%, APE1 inh 0%, BAZ2B inh inconclusive, BLM helicase inh 0%, POLB inh 8% and Pol kappa inh -6%.
O=C(CCC(=O)c1ccccc1)Nc1cccnc1 was read as Anesthetic bind -9%, POLI inh 13%, G9a inh inconclusive, Pol eta inh -5%, APE1 inh 4%, BAZ2B inh 2%, BLM helicase inh 1%, POLB inh -28% and Pol kappa inh -11%.
Screening CC1CCN(C(=O)CSc2nc3c(cnn3-c3ccccc3)c(=O)[nH]2)CC1 returned Anesthetic bind -12%, POLI inh 31%[activator], G9a inh inconclusive, Pol eta inh -10%, APE1 inh 12%, BAZ2B inh -4%, BLM helicase inh -3%, POLB inh 10% and Pol kappa inh -21%.
